Compound activity: PubChem BioAssay, The Scripps Research Institute Molecular Screening Center
hgDAF12 agonist – H. glycines DAF-12 receptor agonists, primary screen, cell-based, luminescence, HEK293, GAL4 fusion, UAS-luciferase. HEK293 GAL4-hgDAF12 UAS-luciferase reporter, agonist luminescence; normalized to butyrate control. activation, % at 6.8 µM. 1.8% of 370,000 active. AID 687014, 2013;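 active = activation above a cutoff set at the mean of all screened compounds plus 3 SD, cut at about 10% in these data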;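 also: 0% = DMSO wells and 100% = sodium butyrate wells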
DAX1 inh-1 – DAX1 (NR0B1) inhibitors, primary screen, cell-based, HEK293, Gal4-DAX1, luciferase luminescence | Nuclear receptor subfamily 0 group B member 1 (Homo sapiens), P51843 | HEK293 Gal4-DAX1 luciferase reporter | inhibition, % at 6.75 µM | 0.99% of 340,000 active | AID 504766, 2011;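 active = inhibition above the mean over all tested compounds plus 3 SD, cut at about 4.2% in these data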;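 also: 0% = DAX1-transfected cells with DMSO and 100% = empty-vector control cells with DMSO; inhibition shows as a rise in luminescence from relieved DAX1 repression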
Target sequence (P51843 207-470 limits assumed): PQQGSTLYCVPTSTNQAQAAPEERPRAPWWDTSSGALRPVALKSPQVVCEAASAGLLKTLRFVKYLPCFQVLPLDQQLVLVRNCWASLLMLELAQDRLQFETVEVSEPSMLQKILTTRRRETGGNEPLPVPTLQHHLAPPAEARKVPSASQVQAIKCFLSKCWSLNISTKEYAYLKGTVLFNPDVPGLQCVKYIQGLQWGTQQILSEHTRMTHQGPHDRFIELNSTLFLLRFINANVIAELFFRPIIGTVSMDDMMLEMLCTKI
ADAM10 inh – human ADAM10 inhibitors, primary screen, biochemical, QFRET, HTS; Disintegrin and metalloproteinase domain-containing protein 10 (Homo sapiens), O14672; recombinant ADAM10, EDANS/DABCYL FRET peptide cleavage, 3 h; inhibition, % at 7 µM; 0.62% of 370,000 active; AID 720582, 2013;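 active = inhibition above a per-campaign cutoff equal to the mean of compounds falling between control-based bounds plus 3 SD, cut at about 20% in these data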;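 also: 0% = DMSO wells while the 100% control is not disclosed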
Target sequence (O14672 214-748 limits assumed): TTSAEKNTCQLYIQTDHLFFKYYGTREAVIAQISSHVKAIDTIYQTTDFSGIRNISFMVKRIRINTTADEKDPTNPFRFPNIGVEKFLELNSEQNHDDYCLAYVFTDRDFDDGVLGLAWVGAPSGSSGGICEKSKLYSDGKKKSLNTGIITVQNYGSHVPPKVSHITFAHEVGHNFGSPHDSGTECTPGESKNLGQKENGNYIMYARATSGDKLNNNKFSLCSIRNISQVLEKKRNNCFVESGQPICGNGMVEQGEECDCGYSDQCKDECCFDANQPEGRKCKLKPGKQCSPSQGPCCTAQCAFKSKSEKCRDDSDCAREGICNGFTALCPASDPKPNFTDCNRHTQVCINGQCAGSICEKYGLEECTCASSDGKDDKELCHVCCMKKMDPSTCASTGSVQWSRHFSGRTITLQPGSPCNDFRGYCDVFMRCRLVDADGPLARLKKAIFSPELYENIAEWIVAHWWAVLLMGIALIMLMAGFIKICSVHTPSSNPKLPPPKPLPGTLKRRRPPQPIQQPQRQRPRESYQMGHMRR
DAX1 inh-2 – DAX1 (NR0B1) inhibitors on StAR promoter, primary screen, cell-based, luminescence, SF-1 (NR5A1), full-length DAX-1; HEK293T StAR-luciferase reporter, SF-1/DAX-1 repression relief; inhibition, % at 6.8 µM; 1.1% of 370,000 active; AID 652010, 2013;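 active = inhibition above the mean over all tested compounds plus 3 SD, cut at about 3.6% in these data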;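 also: 0% = DAX-1 cells with DMSO and 100% = cells lacking DAX-1 with DMSO; higher inhibition means more luminescence from relief of DAX-1 repression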
PLCg1 inh – PLC-gamma1 enzyme inhibitors, primary screen, biochemical, fluorescence, purified enzyme; 1-phosphatidylinositol 4,5-bisphosphate phosphodiesterase gamma-1 (Homo sapiens), P19174; fluorogenic substrate; inhibition, % at 12.2 µM; 0.84% of 370,000 active; AID 720700, 2013; in the data active = inhibition above about 9.5%
ADAM17 inh – ADAM17 inhibitors, primary screen, biochemical, QFRET | recombinant ADAM17, EDANS/DABCYL FRET peptide cleavage | Disintegrin and metalloproteinase domain-containing protein 17 (Homo sapiens), P78536 | 0.83% of 370,000 active | inhibition, % at 6.95 µM;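 active = inhibition above the mean of compounds lying between control limits plus 3 SD, set per campaign, cut at about 8.5% in these data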;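 also: 0% = DMSO-only wells as the low control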
hcDAF-12 act – H. contortus DAF-12 nuclear receptor activators, primary screen, cell-based, luminescence, HEK293, lit1-tk-luc reporter. 1.4% of 370,000 active. HEK293 hcDAF-12 lit1-tk-luc reporter; 0% DMSO, 100% Δ7-dafachronic acid. activation, % at 6.8 µM;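 active = activation above the mean of all tested compounds plus 3 SD, cut at about 5.5% in these data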;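 also: 100% = response to 3 µM Δ7-dafachronic acid high control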
ssDAF-12 act – S. stercoralis DAF-12 nuclear receptor activators, primary screen, cell-based, luminescence, HEK293, GRIP1 co-expression, lit1-tk-luc. 1% of 370,000 active. AID 652126, 2013. activation, % at 6.8 µM. Nuclear hormone receptor DAF-12 (Strongyloides stercoralis). HEK293 ssDAF-12/GRIP1 lit1-tk-luc reporter; % of 3 µM dafachronic acid response;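 active = activation above the mean over all tested compounds plus 3 SD, cut at about 0.9% in these data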;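 also: 0% = DMSO-only wells and 100% = 3 µM delta7-dafachronic acid wells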
PLCb3 inh – human PLC-beta3 inhibitors, primary screen, biochemical, fluorescence | 1-phosphatidylinositol 4,5-bisphosphate phosphodiesterase beta-3 (Homo sapiens), Q01970 | inhibition, % at 12.2 µM | Purified PLC-beta3, fluorogenic substrate | 0.18% of 370,000 active; in the data active = inhibition above about 11%;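 also: 0% = median of compound wells on plate and 100% = full blocker control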
FXN GAA850 act – FXN promoter activators, primary screen, cell-based, luciferase luminescence, HEK293 lucGAA850; activation, % at 6 µM; HEK293 lucGAA850 FXN promoter luciferase reporter, 24 h; percent of 10 µM SAHA response; AID 540364, 2011; 0.56% of 360,000 active;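 active = activation above the average of all compounds screened plus 3 SD, cutoff fixed separately per campaign, cut at about 7.5% in these data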;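 also: 0% = DMSO wells and 100% = 10 µM SAHA wells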
HGIII-sPLA2 inh – human group III sPLA2 inhibitors, primary screen, biochemical, QFRET, BODIPY PC-A2 liposome substrate; QFRET BODIPY PC-A2 liposome hydrolysis, fluorescence; 0.56% of 370,000 active; Group 3 secretory phospholipase A2 (Homo sapiens), Q9NZ20; inhibition, % at 12.2 µM; AID 743126, 2013;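 active = inhibition above mean plus 3 SD of compounds lying within the high and low control bounds, cut at about 19% in these data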;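 also: 0% = median of test compound wells and 100% = no enzyme DMSO wells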
Numbers without * were called inactive; nt = no result given.

SMILES	hgDAF12 agonist	DAX1 inh-1	ADAM10 inh	DAX1 inh-2	PLCg1 inh	ADAM17 inh	hcDAF-12 act	ssDAF-12 act	PLCb3 inh	FXN GAA850 act	HGIII-sPLA2 inh
COc1ccc(-c2noc([C@@H]3O[C@H](CO)[C@H](O)[C@H](O)[C@H]3O)n2)cc1OC	1.0	nt	-5	0.7	2	0	-0.3	-1.5	3	3.1	9
Cc1ccc(NC(=O)CN2C(=O)C3C4C=CC(C4)C3C2=O)cc1 (stereo unspecified)	0.9	0.4	0	0.6	3	-1	1.5	-1.4	4	2.4	0
O=C(/C=C/c1ccccc1)NCCN1CCOCC1	-1.4	-1.1	-10	1.2	-1	-2	0.8	0.1	-1	2.1	18
CCC1=NN(C(=O)c2ccc(Br)cc2)C(O)(c2ccc(C)cc2)C1 (stereo unspecified)	5.9	1.1	1	1.4	-1	-2	2.7	-0.2	0	1.2	-6
CCOC(=O)c1nn(-c2ccccc2C)c2nc(-c3ccc(Cl)cc3)c(C#N)c(=O)n12	-0.7	-0.2	-12	0.1	-15	-8	1.4	-1.2	-22	3.2	3
C=CC[C@@H](CC(=O)NCCO)C(=O)N[C@@H](COC(=O)[C@@H](CC=C)Cc1ccc(F)cc1)Cc1ccccc1	-2.0	-0.5	8	-0.4	-2	0	-2.2	-0.9	1	4.0	-14
O=C(Nc1ccc(Br)cc1F)C1CCCN(S(=O)(=O)c2cnc[nH]2)C1 (stereo unspecified)	1.4	-1.4	-10	-1.2	1	1	-0.8	-1.4	-2	-0.8	-4
COC(=O)c1cc(C(=O)c2ccc(Cl)cc2)n2c(=O)/c(=C\N(C)C)sc12	-0.3	1.1	-5	-0.2	-3	-2	0.4	-1.0	-11	1.8	-2
O=C(c1ccccc1)N1CCCC(C(=O)N2CCCCC2)C1 (stereo unspecified)	-0.6	-0.4	2	1.2	3	-3	-2.2	-0.9	-2	-0.3	10
Cc1ccc(S(=O)(=O)N2CCN(Cc3ccco3)CC2)c(C)c1	-3.4	0.7	2	-0.8	3	0	-0.2	-0.8	-2	0.7	-7
Cc1ccc(CNC(=O)CS(=O)Cc2nc(-c3cccs3)oc2C)cc1 (stereo unspecified)	-3.0	0.2	1	-0.2	-5	2	-0.1	-0.3	-11	1.9	-8
COCCN1C(=O)/C(=C/c2cc3c(cc2Br)OCO3)NC1=S	0.9	1.7	3	-0.2	-6	-3	0.0	-1.1	-12	2.2	13
COc1cc2oc(-c3ccc(O)cc3)cc(=O)c2c(OC)c1O	2.9	0.3	-4	-0.1	-103	-3	-0.1	-1.4	-148	0.0	-2
CCn1c(SCC(=O)Nc2ccccc2Br)nnc1-c1cnccn1	-0.3	-0.8	0	-0.1	-2	-5	-1.7	-1.0	-5	-1.0	6
Cc1nc2sccn2c(=O)c1Br	2.0	-0.1	-1	-0.3	-6	-2	-1.1	-1.5	-3	0.6	12
COc1ccc(NC(=O)CN(c2ccc(C(C)C)cc2)S(=O)(=O)c2c(C)noc2C)cc1OC	-1.4	-3.2	-2	0.1	4	0	-1.2	-1.4	0	0.3	6
C=CC[C@@H](CC(=O)N[C@@H](CO)Cc1ccccc1)C(=O)N[C@H](COC(=O)[C@@H](CC=C)CC(=O)OC(C)(C)C)Cc1ccccc1	-1.1	0.2	-15	-0.3	2	-3	-1.1	0.5	-1	-4.0	0
CCCCC(CC)CNC(=O)C1CCCN(S(=O)(=O)c2cnc[nH]2)C1 (stereo unspecified)	-1.2	1.3	-9	-0.9	1	-1	0.4	-0.6	3	-1.1	-32
Cc1cc(NC(=O)CSc2nc3c(c(=O)n2-c2ccc(Br)cc2)SCC3)no1	-1.7	-1.1	10	-0.4	4	1	-0.8	-1.3	4	-0.3	1
O=C(NC(=O)N1CCCc2ccccc21)c1ccccc1	-2.0	0.5	3	1.5	-1	-1	3.5	-0.6	-12	1.7	4
CC1(C(=O)NS(=O)(=O)Cc2ccccc2C(F)(F)F)CCN1C(=O)c1ccco1 (stereo unspecified)	1.0	nt	-2	0.2	1	1	2.8	-0.4	1	1.9	9
CCc1c(C)sc(NC(=O)c2cccs2)c1C#N	7.6	1.4	-132	1.1	-88	-31	0.0	-0.1	-190	4.9	20*
O=C(CSc1nc2cc(Cl)ccc2o1)c1cccs1	5.0	0.5	6	0.7	1	1	0.5	-1.3	0	3.5	-47
O=C(OCC(CO)OC(CO)n1ccc(=O)[nH]c1=O)c1ccccc1 (stereo unspecified)	-2.2	1.2	-6	0.1	1	2	-1.1	-1.0	-2	-1.6	10
O=C(CCN1C(=O)c2ccccc2C1=O)N1CCC(c2ccccc2)C1 (stereo unspecified)	0.1	1.1	2	0.0	5	0	-0.5	-0.9	-1	1.1	-3
The results go on:
SMILES	hgDAF12 agonist	DAX1 inh-1	ADAM10 inh	DAX1 inh-2	PLCg1 inh	ADAM17 inh	hcDAF-12 act	ssDAF-12 act	PLCb3 inh	FXN GAA850 act	HGIII-sPLA2 inh
Cc1ccc(CN2CCC[C@]3(N[C@H](c4ccc(C(F)(F)F)cc4)[C@@H]4C(=O)N(Cc5ccccc5)C(=O)[C@@H]43)C2=O)cc1	-1.5	0.0	20*	-0.8	2	9.7*	-0.8	-1.8	4	-3.1	-6
Cn1ccc2c(-c3cccc(C=O)c3)cc3c(c21)C1CCC3O1 (stereo unspecified)	-0.1	nt	-18	1.1	-15	-1	0.4	-1.4	-17	nt	-3
Cc1cc(C2=NNC(=NC3CC3)SC2)c(C)n1-c1c(C)n(C)n(-c2ccccc2)c1=O	1.3	-0.1	0	0.9	-3	0	2.7	-0.4	-5	3.1	-3
Cc1nn(C)cc1S(=O)(=O)Nc1ccc2c(c1)OCCO2	-11	-1.1	-2	-1.7	-3	-2	-5.6	-2.4	0	-8.2	7
Cc1ccc(C(=O)NC(=S)Nc2cccc3nsnc23)cc1	2.6	2.0	-9	0.8	-17	-7	3.3	-0.3	-24	3.5	3
COC(=O)c1cc(S(=O)(=O)NCCN2CCOCC2)cn1C	1.3	0.2	2	0.4	3	-2	-0.2	-0.3	-2	-0.5	1
Cc1nc(-c2ccc(F)cc2)c(CC(=O)Nc2cccc(S(=O)(=O)N3CCOCC3)c2)s1	-2.4	-1.3	9	0.6	9	4	-0.1	-1.1	2	-0.9	-9
COc1cccc(NC(=O)CN(C)C(=O)/C=C/c2cn(Cc3ccccc3)nc2-c2cccnc2)c1	1.0	-0.7	4	-0.6	-4	0	-0.9	-1.0	-2	2.5	-17
Cc1ccc(NC(=S)NNC(=O)CSc2nnc(SCc3ccccc3Cl)s2)cc1	2.1	nt	18	-0.6	-4	9.5*	0.5	-1.2	-4	nt	20*
CCN1CCCC1CNC(=O)Cn1nc(C)n2c(cc3cc(F)ccc32)c1=O (stereo unspecified)	-1.3	1.4	-12	0.7	-4	-9	-0.5	0.0	-17	-0.4	8
Nc1nnc(SCCCC(=O)c2ccccc2)s1	5.6	0.2	2	-0.1	1	-2	0.9	-0.8	1	1.8	1
COC(=O)C[C@H]1C=C[C@@H](NC(=O)c2ccncc2)[C@@H](CO)O1	0.0	nt	-6	-0.7	1	-3	-0.4	-0.3	2	nt	1
COc1ccc(C)cc1NC(=O)NC1CC(=O)N(c2ccc3c(c2)OCCO3)C1 (stereo unspecified)	-1.4	0.5	2	0.5	-1	-1	-0.2	-1.0	2	-1.2	-9
CC(C)c1nnc(SCC(=O)NC(C)(C)C)n1C	0.6	-0.5	-4	-0.3	0	-3	1.1	-0.2	-1	1.3	0
CCOC(=O)c1cc(-c2ccccc2)sc1NC(=O)C(C)C	-0.9	0.1	-8	0.2	-2	-3	-2.3	-1.4	1	0.7	4
COC(=O)C1=C(C)N(Cc2ccc(C(F)(F)F)cc2)C(=NCc2ccccc2)NC1c1cccc(Cl)c1 (stereo unspecified)	-0.6	nt	13	-0.1	8	5	4.6	-0.8	3	nt	-1
CC(C)Cc1nc(SCC(=O)NCC2CCCO2)c2c(=O)n(C)c(=O)n(C)c2n1 (stereo unspecified)	-2.0	-0.3	-6	-0.2	2	-3	-1.5	-1.6	-6	0.8	4
COC(=O)c1ccc(=O)c2nc3/c(=C/O)c(O)cc(=O)c3[nH]c12	-3.3	-2.2	0	-0.9	11*	6	0.5	-1.7	8	0.0	6
CC(C)(C)n1ncc2c(=O)n(CC(=O)N3CCCC3)cnc21	-1.6	1.2	5	0.2	3	0	-0.1	-1.9	-3	-0.8	3
O=C(CSc1ncccn1)N1CCCc2ccccc21	-0.9	1.2	-4	0.7	1	-4	-0.5	-1.4	-1	0.9	2
O=[N+]([O-])c1cccc(COc2ccc(CN3CCCCC3)cc2)c1	10	0.0	-18	1.3	1	-4	2.5	-0.7	-2	2.7	3
CCOc1ccc(-c2nc(CSCC(=O)NCCCN3CCCC3=O)c(C)o2)cc1	0.0	-0.9	4	-0.6	6	1	-2.6	-1.1	-8	-3.4	-2

Limited to ssDAF-12 act, DAX1 inh-1 and FXN GAA850 act, for some of the entries so far:
SMILES | ssDAF-12 act | DAX1 inh-1 | FXN GAA850 act
Cc1nc(-c2ccc(F)cc2)c(CC(=O)Nc2cccc(S(=O)(=O)N3CCOCC3)c2)s1 | -1.1 | -1.3 | -0.9
COc1cccc(NC(=O)CN(C)C(=O)/C=C/c2cn(Cc3ccccc3)nc2-c2cccnc2)c1 | -1.0 | -0.7 | 2.5
Cc1ccc(NC(=S)NNC(=O)CSc2nnc(SCc3ccccc3Cl)s2)cc1 | -1.2 | nt | nt
CCN1CCCC1CNC(=O)Cn1nc(C)n2c(cc3cc(F)ccc32)c1=O (stereo unspecified) | 0.0 | 1.4 | -0.4
Nc1nnc(SCCCC(=O)c2ccccc2)s1 | -0.8 | 0.2 | 1.8
